Assay outcomes deposited in PubChem by National Center for Advancing Translational Sciences (NCATS).
USP1-UAF1 inh: Inhibitors of USP1/UAF1: Primary Screen | Ubiquitin carboxyl-terminal hydrolase 1 (Homo sapiens), O94782 | recombinant USP1/UAF1, Ub-Rhodamine cleavage fluorescence | Potency, µM (top dose mostly 57.1 µM), without a hit: at the highest dose activity change, negative = inhibition, most hits filed as inhibitors | hit rate 0.23% among 390,000; also: potency is read from the fitted curve at half-maximal effect; % is scaled to controls: 0 for no effect and ±100 for the full control effect; nearly all actives have a fitted effect of over 60% in size; inactives centre near -12
Target sequence (O94782 whole entry, looked up): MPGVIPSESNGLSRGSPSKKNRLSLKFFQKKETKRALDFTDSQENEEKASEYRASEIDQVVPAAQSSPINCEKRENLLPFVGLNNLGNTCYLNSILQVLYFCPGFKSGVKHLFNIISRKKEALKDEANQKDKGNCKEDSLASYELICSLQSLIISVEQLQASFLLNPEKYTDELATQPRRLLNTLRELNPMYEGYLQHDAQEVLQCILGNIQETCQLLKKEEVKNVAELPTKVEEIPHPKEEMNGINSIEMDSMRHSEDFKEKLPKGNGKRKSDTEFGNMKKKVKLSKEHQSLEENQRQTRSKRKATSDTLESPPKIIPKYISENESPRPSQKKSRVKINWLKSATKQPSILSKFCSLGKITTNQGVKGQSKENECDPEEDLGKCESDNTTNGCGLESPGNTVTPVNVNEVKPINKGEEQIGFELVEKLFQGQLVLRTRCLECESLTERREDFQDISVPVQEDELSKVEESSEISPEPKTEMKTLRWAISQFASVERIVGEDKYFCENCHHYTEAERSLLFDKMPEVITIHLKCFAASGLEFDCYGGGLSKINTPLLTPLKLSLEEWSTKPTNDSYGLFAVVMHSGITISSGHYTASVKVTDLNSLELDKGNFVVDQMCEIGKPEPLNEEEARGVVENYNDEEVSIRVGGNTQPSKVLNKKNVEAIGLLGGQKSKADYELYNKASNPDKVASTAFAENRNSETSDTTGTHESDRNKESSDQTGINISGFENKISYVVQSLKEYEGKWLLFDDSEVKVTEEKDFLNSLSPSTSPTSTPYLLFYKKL
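Step one: compound is pinned into 1nM USP1/UAF1 in HEPES pH 7.8 buffer with TCEP. Step two: 15 min room-temperature incubation. Step three: Ub-Rho (150nM final) starts cleavage, tracked by fluorescence over six one-minute reads.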
Vif-A3G inh: qHTS for Inhibitors of Vif-A3G Interactions: qHTS. HeLa A3G-eYFP + Vif (tagged APOBEC3G with the HIV-1 protein that degrades it), YFP fluorescence, overnight. Potency, µM (highest dose often 46.1 µM), for inactives: at the highest dose activity, negative = active, hits mostly inhibitors. hit rate 0.076% among 410,000;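 also: potency is read from the fitted curve at half-maximal effect; % is scaled to controls: 0 for no effect and ±100 for the full control effect; nearly all actives have a fitted effect of over 60% in size; hits raise eYFP signal because A3G escapes Vif-driven loss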
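Read-out is eYFP fluorescence (Ex 488/Em 500-530) from Vif-expressing HeLa A3G-eYFP cells; more signal means A3G escaped Vif-mediated degradation. Cells plated overnight, compound pinned in, incubated overnight at 37 deg C.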
PI4K2A block: qHTS for small molecular inhibitors of PI4K2A; Phosphatidylinositol 4-kinase type 2-alpha (Homo sapiens), Q9BTU6; purified PI4K2A, ADP-Glo luminescence, 1 h; hits give low values; activity change, negative = inhibition, % at 76.9 µM; hit rate 0.13% among 420,000; AID 1346378, 2018; in the data active = activity change below about -50%; inconclusive = mostly about -30% to -49%;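 also: -100% = wells without enzyme as full effect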
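ADP-Glo luminescence measured ADP generated by PI4K2A enzyme (4 ug/mL before mixing) with 1.2 mM PI substrate (pre-mix) and 300 microM ATP (pre-mix). Tris pH7.5 buffer with MgCl2, Triton X-100; 1 h reaction at ambient temperature.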
IDH1 R132H inh: qHTS for Inhibitors of mutant isocitrate dehydrogenase 1 (IDH1): qHTS. hit rate 0.093% among 390,000. IDH1-R132H enzyme, NADPH consumption, diaphorase/resazurin fluorescence. Potency, µM (doses to about 76.6 µM), inactives show at the top dose activity change, negative = inhibition, actives largely listed as inhibitors; also: potency is read from the fitted curve at half-maximal effect; % is scaled to controls: 0 for no effect and ±100 for the full control effect; nearly all actives have a fitted effect of over 65% in size
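IDH1-R132H (0.5 ug/mL dispensed) in pH 7.5 Tris buffer was preincubated 30 min with compound, then given a substrate mix of 0.016 mM NADPH and 2 mM alpha-KG for 80 min at room temperature; remaining NADPH was read by diaphorase/resazurin fluorescence.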
Glioma ERSR ind: qHTS for Inducers of the Endoplasmic Reticulum Stress Response (ERSR) in Human Glioma: qHTS. U87-MG GRP78 promoter luciferase reporter, 16 h. Potency, µM, without a hit: at the highest dose activation, actives largely listed as activators. hit rate 0.02% among 420,000. AID 602332, 2012; also: potency is read from the fitted curve at half-maximal effect; series mostly up to about 76 µM; % of control where 0% means no effect; nearly all actives have a fitted effect of over 35% in size
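ERSR induction read as luciferase luminescence (Bright-Glo, 10 min at room temperature) in stably transfected human U87-MG glioma cells exposed to compounds for 16 h, using GRP78 as sensor.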
LDHA inh: qHTS assay for inhibitors of human lactate dehydrogenase | L-lactate dehydrogenase A chain (Homo sapiens), P00338 | purified LDHA, NADH/diaphorase-resazurin fluorescence; hits give low values | activity change, % (values are at about 110 or 230 µM) | hit rate 0.15% among 480,000; in the data active = activity change below about -30%; inconclusive = mostly about -25% to -30%;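 also: plate controls were DMSO wells for no effect and wells without enzyme for full effect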
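Resorufin fluorescence (ex540/em590), read at 0 and 20 min after diaphorase/resazurin addition, reports the NADH left after a 5 min room-temperature reaction of 2 nM human LDH5 with 0.06 mM NADH and 0.2 mM pyruvate.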
Vif-APOBEC3F blk: qHTS for Inhibitors of Vif-A3F Interactions: qHTS | HeLa A3F-eYFP + Vif (tagged APOBEC3F with the HIV-1 protein that degrades it), YFP fluorescence increase | Potency, µM (doses to about 46.1 µM), for the others: at the highest dose activity, negative = active | hit rate 0.2% among 390,000; also: potency is read from the fitted curve at half-maximal effect; % of control where 0% means no effect; nearly all actives have a fitted effect of over 65% in size
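HeLa cells stably expressing Vif plus C-terminally eYFP-tagged A3F were seeded, incubated overnight at 37 deg C, dosed with compound, incubated overnight again at 37 deg C. Yellow fluorescence (Ex 488/Em 500-530) reported blocked Vif-mediated A3F-eYFP degradation.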
TrxR1 substrate: qHTS Assay for Substrates of Mammalian Selenoprotein Thioredoxin Reductase 1 (TrxR1): qHTS | Thioredoxin reductase 1, cytoplasmic (Rattus norvegicus), O89049 | AID 588456, 2011 | Potency, µM (doses to about 114 µM), without a hit: at the top dose activity change, negative = substrate turnover | purified TrxR1 substrate turnover, NADPH consumption readout | hit rate 0.01% among 390,000; also: potency is read from the fitted curve at half-maximal effect; % is scaled to controls: 0 for no effect and ±100 for the full control effect; nearly all actives have a fitted effect of over 50% in size
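Rat TrxR1, dispensed at 90 nM, was prereduced with 400 uM NADPH (final) for 5 min at ~22 deg C, then incubated with compound 15 min before 400 uM selenite. A first-read NADPH fluorescence drop versus no-compound background flagged substrates.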
RXFP1 agonist: qHTS Assay for Agonists of the Relaxin Receptor RXFP1; Relaxin receptor 1 (Homo sapiens), Q9HBX9; HEK293T-RXFP1 cAMP TR-FRET, 30 min; response scale: percent of porcine relaxin response, buffer zero; Potency, µM (doses to about 57.5 µM), for inactives: at the highest dose activation, actives largely listed as activators; hit rate 0.3% among 370,000; AID 2676, 2010; also: potency is read from the fitted curve at half-maximal effect; % is scaled to controls: 0 for no effect and ±100 for the full control effect; nearly all actives have a fitted effect of over 60% in size; many of its hits are not listed in these tables
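HEK293T cells stably expressing RXFP1 were pretreated with the PDE4 inhibitor Ro 20174, exposed to compounds for 30 min at 37C, lysed, and cAMP was read by TR-FRET. Data normalized to buffer (basal) and 29 nM porcine relaxin (100%).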
An asterisk follows results filed as active; ? = inconclusive; . = no result given; & = joins results of further samples; [ ] = dose if it differs, or a comment. Unless noted, calls follow the shape of the dose curve; as a rule, active = well fitted curve in the direction sought with a large enough effect; inconclusive = small, poorly fitted or top-dose-only effect, or another doubt; inactive = no such curve, though single readings can be large; an effect the other way counts as inactive or inconclusive.

smiles | USP1-UAF1 inh | Vif-A3G inh | PI4K2A block | IDH1 R132H inh | Glioma ERSR ind | LDHA inh | Vif-APOBEC3F blk | TrxR1 substrate | RXFP1 agonist
COc1ccc(CCNC(=O)Cn2cnc3c(cnn3C(C)(C)C)c2=O)cc1OC | 6% | 0% | -3 | 0% | -2% | -9 | -6% | -5% | 1.0%
Cc1ccc(C2(c3noc(CN4CCC(c5ccncc5)CC4)n3)CCCC2)cc1 | -13% | 0% | 8 | 8% | -4% | 0 | ? | 1% | 0.3%
CCN(CC)c1ccc(/C=C2\C=Cc3ccccc32)cc1 | . | -4% | . | . | -1% | 1 | . | -6% | .
COc1ccc(C(=O)N(C)CC(=O)Nc2cccc(F)c2)cc1S(=O)(=O)NC1CCCC1 | -3% | -2% | 0 | -3% | -2% | -10 | -17% | -4% | -1.0%
COc1ccc(C(=O)Nc2cccc(C(=O)NCc3ccccc3)c2)cc1 | -15% | -8% | -5 | -3% | 3% | -12 | 3% | -1% | -1.6%
COc1cc2c(cc1OC)/C(=C/C(=O)c1ccc(F)cc1)NCC2 | -24% | 6% | -5 | -3% | -5% | 12 | 8% | 8%[57.1 µM] | -0.2%
O=C(CCc1cn(Cc2ccc(F)cc2)c2ccccc12)NC1CCCCC1 | -1% | -2% | 0 | -3% | 1% | -6 | -1% | 0% | ?
CC(C)=CC(=O)OCc1cc([N+](=O)[O-])cc2c1OCOC2 | -16% | -1% | -7 | 8% | 3% | 3 | -7% | -2%[57.1 µM] | -1.5%
CS(=O)(=O)N1CCN(c2ccc(NC(=O)c3ccccc3)cc2)CC1 | -16% | 0% | -1 | -2% | 2% | -4 | -4% | 3%[57.1 µM] | 3.3%
CCC1CCCCN1C(=O)CSc1nc2ncccc2[nH]1 (configuration not stated) | -18% | 0% | -2 | 5% | -3% | -1 | 4% | -2% | -1.3%
CCOC(=O)c1ccc(N2N=C(C)/C(=C/C=C/c3ccco3)C2=O)cc1 | -24% | 1% | -3 | -1% | -2% | -2 | -1% | -2% | 0.2%
O=C(CCN1C(=O)C2C3CCC(C3)C2C1=O)OCC(=O)c1ccc(Cl)cc1 (configuration not stated) | -2% | -1% | -3 | -11% | -2% | -3 | 0% | 3% | -1.4%
CC(Oc1ccc2ccccc2c1)C(=O)NNC(=O)Nc1ccccc1 (configuration not stated) | -9% | -4% | -5 | 7% | -6% | 3 | -6% | -2% | -7.2%
COCCN1C[C@@H](CO)O[C@@H](n2cnc3c(NC4CC4)ncnc32)C1 | . | 5% | 3 | . | 1% | -6 | . | . | .
O=C(CN1C(=O)NC2(CCc3ccccc32)C1=O)Nc1cccc(Cl)c1 (configuration not stated) | ? | -8% | -9 | 4% | -2% | -3 | -2% | -7%[57.1 µM] | .
CC(C)CNC(=O)C(=O)NCc1ccccc1 | -5% | -1% | 0 | 0% | 0% | 1 | 2% | -4% | -3.7%
C=CCn1c(CCCNC(=O)C(C)(C)C)nc2ccccc21 | ? | -1% | -3 | -3% | 1% | -4 | 8% | 7%[57.1 µM] | -0.1%
Cc1ccc(N2CCN(C(=O)N3CCCC3)CC2)cc1C | -6% | -1% | 7 | -7% | -2% | 0 | -7% | 2% | 0.7%
Cc1ccc(S(=O)(=O)Nc2cc3c(cc2NCc2ccccc2)n(C)c(=O)n3C)cc1 | -7% | -20% | -5 | 4% | 1% | 22 | -6% | 9% | 7.1%
O=C(O)/C=C/c1ccc2c(c1)OCCO2 | -22% | -1% | -7 | -6% | 1% | -16 | 11% | 11% | 1.6%
COc1cc(C2/C(=C(\O)c3ccc4c(c3)CC(C)O4)C(=O)C(=O)N2CC2CCCO2)cc(OC)c1OC (configuration not stated) | -15% | 0% | 0 | 3% | -3% | 5 | 4% | -19% | 9.9%
CCOc1ccc(S(=O)(=O)N2CCC(N3CCN(Cc4ccc(C)cc4)C(=O)C3=O)CC2)cc1 | ? | -1% | 0 | 0% | -2% | -6 | 4% | -2%[57.1 µM] | -0.6%
O=C(COCc1cc(-c2ccco2)on1)Nc1ccc(OC(F)(F)F)cc1 | 7% | 1% | -2 | 0% | -2% | 3 | -2% | -13% | 0.6%
Cc1ccc2c(c1)CCCN2CC(=O)Nc1cc(S(=O)(=O)N2CCCC2)ccc1Cl | -14% | -4% | 0 | 10% | -4% | 1 | 9% | 4% | -0.1%
COc1ccc(C)cc1NC(=S)N1CCN(c2ccccn2)CC1 | 7% | -3% | -9 | 1% | 3% | -2 | 2% | -3% | -0.1%
Cc1cccc(C)c1NC(=O)CNC(=O)CNC(=O)Cc1cccc2ccccc12 | -9% | 0% | -6 | -1% | -5% | -3 | 5% | -1% | 3.1%
Cc1ccc(C)c(NC(=O)CN(C)C(=O)c2ccccc2OCc2c(C)noc2C)c1 | -15% | 7% | 1 | -9% | -4% | -16 | 2% | -18% | 0.6%
COCCN(Cc1cc2cc3c(cc2nc1Cl)OCO3)C(=O)Nc1ccc(OC)cc1 | -10% | 0% | -2 | 1% | -5% | 3 | -1% | 3% | 1.0%
COc1ccc(NC(=O)CN2c3cccc4cccc(c34)S2(=O)=O)cc1OC | -8% | 1% | -3 | -1% | 0% | 5 | 1% | . | .
COc1ccc(CCNC(=O)c2ccc([N+](=O)[O-])cc2Cl)cc1OC | -2% | 0% | -2 | 3% | -6% | -3 | 14% | 7%[57.1 µM] | .
COc1ccc(C=C2SC(=S)NC2=O)c(OC)c1OC | -14% | ? | -5 | -3% | 0% | -21 | 8% | 9%[57.1 µM] | .
CCc1nn(CC(=O)N2CC(C)CC(C)C2)c(=O)c2cccn12 (configuration not stated) | -19% | 0% | -2 | 0% | -2% | -16 | -5% | 3% | 0.6%
C/C(=N\NC(=O)c1cccc(S(=O)(=O)Nc2cccc(Cl)c2)c1)c1cccs1 | -16% | -6% | 2 | 4% | -1% | 0 | -4% | 7% | -0.6%
Cc1ccc2nc(=O)c(NNc3ccccc3)cnc2c1 | -18% | -8%&-12% | -2 | 0% | 0%&4% | -2&-2 | 3% | 2%&-1% | 2.4%
Cc1ccc(C(=O)Nc2ccc(N3CCN(C)CC3)cc2)c(Cl)c1 | -2% | 0% | 7 | -2% | -3% | -10 | 5% | 0% | -6.3%
Nc1ccc2c(C(F)(F)F)cc(C(F)(F)F)nc2n1 | -3% | 0% | -3 | -4% | -4% | 7 | 2% | 393%[activator][57.1 µM] | 2.5%
O=C(CNC(=O)N1CC(=O)Nc2ccccc21)Nc1ccc(Br)cc1F | ? | -6% | -3 | -3% | -3% | -8&8 | -2% | . | .
O=S(=O)(Nc1nccs1)c1ccc2c(c1)OCCO2 | -13% | 1% | -3 | 9% | -1% | -6 | -3% | 0% | 1.4%
COCCOc1cnn(-c2cc(Oc3ccc(C)cc3)ncn2)c(=O)c1Cl | -15% | 0% | 6 | 3% | 6% | -4 | -16% | -3% | 1.5%
Cc1ccc2nc(C)c(Cl)c(=O)n2c1 | -24% | -1% | -7 | 5% | -6% | -7 | . | -3% | 5.0%
COC(=O)c1ccc(C)cc1 | -3% | 1% | 3 | 15% | -4% | -6 | -3% | 6%[57.1 µM] | .
Cc1cccc(-n2cc(-c3ccccc3)c3c(=O)[nH]cnc32)c1 | -20% | 0% | -2 | 1% | 0% | -7 | -5% | 2%[57.1 µM] | 1.5%
CCN(Cc1ccccc1)C(=O)c1ccc(CNS(=O)(=O)c2ccc(C)cc2)cc1 | -4% | -1% | -12 | 1% | -3% | 0 | -9% | -7% | -0.4%
CCN(CC(=O)NC(C)C)C(=O)[C@H](C)NC(=O)c1ccc(Br)cc1 | 0% | 1% | 8 | -5% | -5% | -9 | -19% | 3%[57.1 µM] | 4.4%
Cc1cc(=O)oc2c3c(cc(OCC(=O)NCc4ccccn4)c12)OC(C)(C)CC3 | -12% | 2% | 4 | 15% | -1% | -3 | 0% | 243%[activator][57.1 µM] | 5.4%
Cc1ccc(N=C2NC(=O)CC(C(=O)Nc3ccc4c(c3)OCO4)S2)cc1 (configuration not stated) | -7% | ? | 11 | -3% | 1% | -6 | -12% | 2% | 1.8%
CC(=O)c1ccc(NC(=O)Oc2ccccc2)cc1 | -15% | 0% | 4 | 12% | 1% | -2 | 1% | -3%[57.1 µM] | 2.7%
Cc1ccc2oc(=O)c3cc(C(=O)N4CCN(c5ccccc5)CC4)sc3c2c1 | -16% | 0% | -2 | 3% | -2% | -1 | 3% | 6% | -1.1%

A portion of the library; rates above refer to the full screens.
